# From PubChem
# CCHF vOTU inh: blocks the CCHF virus ovarian tumor domain protease | CCHFV vOTU protease, Pep-AMC fluorescence | inhibition, % at 11.5 µM | 370,000 compounds, 0.55% hits | AID 651958; also: 0% = vehicle wells with enzyme and 100% = no enzyme wells
# GDH-TPI inh: inhibits GDH-TPI coupling enzymes, artifact for Mtb FBA screen. GDH-TPI coupled enzyme counterscreen, NADH absorbance. inhibition, % at 4.8 µM. 360,000 compounds, 1.2% hits. AID 588335;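 also: 0% = DMSO wells and 100% = wells lacking the enzyme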
# MazEF act: activators of E. coli MazEF toxin-antitoxin RNase | activation, % at 20 µM | 350,000 compounds, 0.32% hits | P0AE70 | FAM/BHQ RNA-DNA oligo cleavage fluorescence, 5 h; in the data active = activation above about 50%
# Target sequence (P0AE70 whole entry, looked up): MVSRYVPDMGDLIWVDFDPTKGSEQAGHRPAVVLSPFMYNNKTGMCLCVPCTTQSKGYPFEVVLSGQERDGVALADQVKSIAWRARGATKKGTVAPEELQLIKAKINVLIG
# FadD28 FP inh: M. tuberculosis FadD28 bisubstrate binding inhibition. FadD28 bisubstrate probe binding, fluorescence polarization. inhibition, % at 12.5 µM. 360,000 compounds, 0.22% hits. AID 588549; in the data active = inhibition above about 8.5%, passing the limit was not always enough
# BoNT-F LC inh: inhibitors of Botulinum neurotoxin F light chain protease | Multiplex microsphere protease cleavage assay, flow cytometry | inhibition, % at 10 µM | 360,000 compounds, 0.22% hits | AID 588497; in the data active = inhibition above about 35%, passing the limit was not always enough; also: plate controls were buffer without enzyme for full effect and enzyme alone for no effect
# Mtb UGM inh: blocks M. tuberculosis UGM enzyme; P9WIQ1; purified UGM, fluorescence polarization probe displacement; inhibition, % at 10 µM; 320,000 compounds, 0.06% hits; AID 504406; in the data active = inhibition above about 10%, passing the limit was not always enough
# Target sequence (P9WIQ1 whole entry, looked up): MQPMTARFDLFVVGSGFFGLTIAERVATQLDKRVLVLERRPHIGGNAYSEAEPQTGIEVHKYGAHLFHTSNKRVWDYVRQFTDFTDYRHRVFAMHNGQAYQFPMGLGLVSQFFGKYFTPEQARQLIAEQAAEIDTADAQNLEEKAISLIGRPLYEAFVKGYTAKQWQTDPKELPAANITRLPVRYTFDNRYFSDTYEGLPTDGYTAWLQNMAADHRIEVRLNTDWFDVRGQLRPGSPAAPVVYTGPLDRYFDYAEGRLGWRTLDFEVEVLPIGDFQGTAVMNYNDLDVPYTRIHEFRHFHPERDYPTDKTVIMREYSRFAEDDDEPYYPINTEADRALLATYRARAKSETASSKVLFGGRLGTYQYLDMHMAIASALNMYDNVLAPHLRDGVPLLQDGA
# Mtb FBA inh: Mtb fructose-bisphosphate aldolase inhibition; P9WQA3; purified M. tuberculosis FBA, fluorescence read-out; inhibition, % at 1 µM; 360,000 compounds, 2.3% hits; AID 588726; in the data active = inhibition above about 27%;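 also: 0% = vehicle and 100% = reference inhibitor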
# Target sequence (P9WQA3 whole entry, looked up): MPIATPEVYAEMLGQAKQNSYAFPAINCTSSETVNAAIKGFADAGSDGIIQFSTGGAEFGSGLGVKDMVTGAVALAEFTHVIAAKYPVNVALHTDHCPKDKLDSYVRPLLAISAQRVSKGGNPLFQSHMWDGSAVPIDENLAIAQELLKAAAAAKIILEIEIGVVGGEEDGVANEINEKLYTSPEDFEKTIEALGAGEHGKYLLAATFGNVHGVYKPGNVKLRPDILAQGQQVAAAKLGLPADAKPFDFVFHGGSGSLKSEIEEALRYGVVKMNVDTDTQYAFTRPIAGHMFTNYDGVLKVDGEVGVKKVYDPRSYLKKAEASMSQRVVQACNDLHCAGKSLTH
# Rv3671c inh: inhibitors of M. tuberculosis serine protease Rv3671c; P9WHR9; 320,000 compounds, 0.048% hits; AID 2606; inhibition, % at 5.96 µM; in the data active = inhibition above about 38%;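 also: extracellular domain of Rv3671c used as enzyme; 0% = enzyme with DMSO and 100% = no enzyme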
# DUSP3 inh: inhibitors of human VHR1 phosphatase (DUSP3); P51452; recombinant VHR phosphatase, pNPP absorbance; inhibition, % at 13.3 µM; 290,000 compounds, 0.52% hits; in the data active = inhibition above about 50%; also: some compounds called inactive have numbers as strong as hits
# Target sequence (P51452 whole entry, looked up): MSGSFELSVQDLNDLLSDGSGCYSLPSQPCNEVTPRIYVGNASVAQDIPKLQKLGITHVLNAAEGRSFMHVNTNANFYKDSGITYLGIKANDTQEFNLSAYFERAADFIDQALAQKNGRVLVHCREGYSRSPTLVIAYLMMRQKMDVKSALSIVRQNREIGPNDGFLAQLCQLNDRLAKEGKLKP
# Mtb BioA inh: inhibitors of Mycobacterium tuberculosis BioA enzyme; 360,000 compounds, 0.096% hits; purified M. tuberculosis BioA enzyme, plate reader; inhibition, % at 9.99 µM; AID 602481; in the data active = inhibition above about 40%
# Starred values were filed as active, the others as inactive; x = no result given; & = joins results of further samples. Rule as the data show it, unless noted: active = inhibition above about 30%; inactive = the rest. Compounds were not picked by outcome, and some 4.9% of all compounds hit somewhere here.
No.	structure	MazEF act	DUSP3 inh	Mtb FBA inh	BoNT-F LC inh	FadD28 FP inh	CCHF vOTU inh	GDH-TPI inh	Mtb UGM inh	Rv3671c inh	Mtb BioA inh
1	CCOC(=O)C1CCN(c2ncnc3c2oc2ccccc23)CC1	3.3	18.7	0.6	-5.0	-1.2	-5.5	8.7	3.7	2.6	-2.1
2	Cc1ccccc1-c1cc(C(=O)N/N=C/c2cccnc2)c2ccccc2n1	-3.3	33.9	1.8	-6.7	-5.7	4.0	6.2	-0.4	x	22.7
3	O=c1n(Cc2ccccc2)c(O)c2n1Cc1ccccc1N=C2c1ccccc1	x	x	-0.9	0.7	-3.4	4.1	x	x	x	1.3
4	C[C@H](CO)N1C[C@H](C)[C@@H](CN(C)C(=O)Nc2ccccc2)Oc2c(NS(=O)(=O)c3ccccc3)cccc2C1=O	-20.2	x	1.9	-4.8	-1.3	-2.7	2.1	-2.2	5.8	-1.7&-1.9
5	CCOc1ccc(C(=O)CCC(=O)NNC(=O)c2ccncc2)cc1	2.2	x	-2.7	-14.5	-2.7	9.4	12.7	-0.6	0.2	0.2
6	O=C(Cc1ccccc1)Nn1c(-c2ccccc2F)nc2ccccc2c1=O	-1.2	24.9	1.6	4.7	-0.7	6.2	-2.5	-0.6	5.6	0.2
7	COC(=O)C1C2CC3c4[nH]c5cc(OC)ccc5c4CCN3CC2CC(O)C1OC (stereo not drawn)	-6.5	x	5.1	-8.4	-0.6	-6.2	-1.0	x	x	-2.3
8	COCCCN1C(=O)/C(=C\c2cccs2)C(C(=O)OC)=C1C	-15.4	-19.0	-5.4	-2.8	-4.1	-5.1	11.8	-0.3	1.3	-0.9
9	O=C(CSc1nc2ccccc2nc1N1CCOCC1)Nc1ccccc1F	-0.5	17.3	2.1	-0.3	-1.4	-0.6	10.1	2.5	-2.5	1.4
10	COc1ccccc1N1CC=C(c2cccc([N+](=O)[O-])c2)NC1=O	-3.1	0.0	0.6	2.8	-2.1	-8.0	4.8	2.5	-7.0	x
11	CC(=O)NCCC(=O)Nc1cc(S(=O)(=O)Nc2ccc(Cl)cc2)ccc1N1CCCC1	9.0	-15.2	-5.9	26.2	-0.3	-5.0	2.0	-1.0	3.4	0.4
12	CCOC(=O)c1c(NC(=O)c2ccc(Cl)cc2)csc1C	6.1	16.9	-2.5	-0.4	-5.3	-3.9	-2.2	x	2.5	x
13	Cn1c(C(=O)N2CCC3(CC2)OCCO3)cc2c(=O)n(C)c3ccccc3c21	5.5	-15.0	3.0	-5.3	-1.5	-9.1	19.1	0.7	-6.4	x
14	COc1ccc(OC(=O)N(C)C[C@H]2OCc3cnnn3CCCC(=O)N([C@@H](C)CO)C[C@H]2C)cc1	3.5	x	5.7	1.4	0.8	7.4	-8.2	x	x	-0.1&-0.7
15	Cc1ccc(C(=O)NCC(=O)OCc2nnc(-c3ccccc3)o2)cc1	2.1	22.9	-2.4	13.2	-0.1	3.8	8.2	0.3	4.2	0.7
16	CCCNCc1cc(OC)c(OCC(=O)NCCc2ccccc2)cc1Br	9.2	-4.8	0.4	-2.9	-2.6	0.9	6.1	1.1	2.0	x
17	Cc1ccc(C(C)C)c(OCC(=O)NNC(=O)C(C(C)C)N2C(=O)c3ccccc3C2=O)c1 (stereo not drawn)	1.4	15.2	-2.4	-2.5	-7.0	7.7	-7.1	2.2	11.2	x
18	O=C(CNC(=O)c1ccc(Br)o1)Nc1cccc(-c2cnc3ccccc3n2)c1	-7.2	-7.5	-0.7	2.1	-0.9	24.5	23.8	-0.6	-4.3	-2.7
19	O=C(Nc1sc2c(c1CN1CCOCC1)CCC2)c1ccc(F)cc1	5.6	-1.5	0.9	11.9	-1.0	15.6	14.6	0.7	-5.2	-1.0
20	O=C(N/N=C/c1cn(-c2ccccc2)nc1-c1cc2ccccc2o1)c1cccnc1	-7.8	-0.5	1.0	-2.0	-3.0	4.6	4.3	2.0	-58.7	x

# Single records, from the list above.
# `CCOC(=O)c1c(NC(=O)c2ccc(Cl)cc2)csc1C` is entered as MazEF act = 6.1; DUSP3 inh = 16.9; Mtb FBA inh = -2.5; BoNT-F LC inh = -0.4; FadD28 FP inh = -5.3; CCHF vOTU inh = -3.9; GDH-TPI inh = -2.2; Mtb UGM inh = x; Rv3671c inh = 2.5; Mtb BioA inh = x
# `O=C(CSc1nc2ccccc2nc1N1CCOCC1)Nc1ccccc1F` is entered as MazEF act = -0.5; DUSP3 inh = 17.3; Mtb FBA inh = 2.1; BoNT-F LC inh = -0.3; FadD28 FP inh = -1.4; CCHF vOTU inh = -0.6; GDH-TPI inh = 10.1; Mtb UGM inh = 2.5; Rv3671c inh = -2.5; Mtb BioA inh = 1.4

# (continued)
No.	structure	MazEF act	DUSP3 inh	Mtb FBA inh	BoNT-F LC inh	FadD28 FP inh	CCHF vOTU inh	GDH-TPI inh	Mtb UGM inh	Rv3671c inh	Mtb BioA inh
21	Cc1cc(C)n(CCCNC(=O)c2ccc(S(=O)(=O)NCc3ccco3)cc2)n1	-7.1	5.6	-0.7	-0.4	-1.2	1.4	1.0	3.2	-9.9	0.9
22	CSCCC(NC(=O)COc1ccccc1)C(=O)NC1CCC(C)CC1 (stereo not drawn)	-2.2	x	-1.4	5.3	-0.8	17.3	-6.5	1.6	-8.9	-0.8
23	CC1=NNC(=O)C1CC(=O)N/N=C/c1sccc1C (stereo not drawn)	10.7	8.7	-1.7	-28.9	-3.9	1.9	15.6	-2.5	-3.2	-2.1
24	C=CCN1C(=O)c2ccc(C(=O)NCC(c3ccccc3)N(C)C)cc2C1=O (stereo not drawn)	6.8	38.1	1.7	-4.1	0.6	-1.4	5.2	1.5	-4.4	-1.5
25	O=C(Nc1nc2ccccc2[nH]1)c1ccc(Cl)c(S(=O)(=O)N2CCCC2)c1	-7.0	5.7	-0.8	-16.9	-6.0	x	14.9	-0.2	-14.6	x
26	Cc1ccc(S(=O)(=O)Oc2ccccc2-c2ccccc2)cc1	-0.5	x	1.7	-0.6	0.3	-2.3	7.8	x	x	-0.9
27	Cc1ccc2cccc(SCC(=O)NCc3ccco3)c2n1	1.4	-0.4	13.8	-12.6	-2.6	-15.3	-5.3	-3.0	3.4	-1.8
28	Cc1ccc(Cn2c(C(C)Nc3nc(C)cs3)nc3cc(Cl)c(Cl)cc32)cc1 (stereo not drawn)	-6.7	x	x	x	x	-1.2	x	3.0	5.0	x
29	O=C(CN1C(=O)/C(=C\c2ccccc2Br)Oc2ccccc21)NCCCN1CCOCC1	-3.9	-5.0	41.0*	3.2	-15.0	-17.4	18.1	-0.7	-2.7	-0.4
30	CCOC(=O)c1cnc(SC2CC(=O)N(c3ccc(OC)c(OC)c3)C2=O)nc1N (stereo not drawn)	-2.4	6.2	-0.1	4.4	0.2	1.0	1.7	0.6	-6.7	5.1
31	CC(C)(C)c1ccc(OCC(=O)NNC(=O)C2CCCO2)cc1 (stereo not drawn)	1.7	30.5	-1.1	4.9	-0.4	-2.5	3.1	-3.6	7.5	x
32	CCOc1ccc(-n2c(O)cc(=O)[nH]c2=O)cc1	-5.6	-11.7	0.3	5.2	-0.2	-5.7	-3.4	2.3	-2.5	x
33	COC(=O)c1sccc1-c1ccc(/C=N/OC(=O)c2ccccc2)o1	-2.6	6.0	14.0	5.4	-0.2	11.2	30.8*	-3.4	9.5	-2.4
34	CCOc1ccc(S(=O)(=O)N2CCCCC2)cc1NC(=O)Cc1ccccc1	-6.8	x	-2.4	0.2	-3.8	17.2	-7.6	3.7	-10.4	0.5
35	CC(=O)Oc1ccc([C@@H]2COc3c(ccc4c3C=CC(C)(C)O4)C2)c(OC(C)=O)c1	-2.0	x	-1.8	-2.6	-3.5	5.2	1.0	2.3	-4.4	-0.3
36	CCOC(=O)Cc1cc(-c2ccc(O)cc2)nc2ccc3ccccc3c12	2.5	31.9	6.4	8.8	-1.0	16.1	15.2	-0.8	0.6	x
37	COc1ccc(/C=C/C(=O)NCCCc2ccccc2)cc1	-4.6	5.4	2.0	-3.5	-1.5	1.9	7.2	0.5	-6.6	x
38	Cc1nn(-c2ccccc2)c(=O)c2ccccc12	6.2	6.9	-1.0	-6.4	0.0	-3.4	-2.5	1.1	4.7	x
39	COc1cc(C(CCN2CCCC2)c2c(OC)cc(OC)c3c(C)cc(=O)oc23)cc(OC)c1OC (stereo not drawn)	2.2	7.3	3.2	1.2	1.6	-3.8	21.6	-1.4	-8.6	-0.7
40	CC1CCCCC1NC(=O)COC(=O)c1ccc(S(=O)(=O)N2CCOCC2)cc1 (stereo not drawn)	-2.3	25.0	0.3	-4.7	-1.7	1.8	-2.0	-0.3	2.3	-0.3
41	CCn1c(C)nc([N+](=O)[O-])c1C(=O)O	7.8	-0.5	-8.2	-1.0	-2.6	-11.0	-1.6	-1.0	14.6	0.1
42	COc1ccc(N2CCN(Cc3nc(N)nc(N4CCCc5ccccc54)n3)CC2)cc1	4.2	10.7	2.5	-11.7	-1.9	-18.6	12.6	3.4	-2.5	1.0
43	O=C(NC1CCCCC1)c1ccc(CNc2c(N3CCOCC3)c(=O)c2=O)cc1	-12.7	10.7	-2.5	-3.7	-2.0	2.1	0.9	1.1	2.6	-0.9
44	Cc1ccc(Cl)c(OCC(=O)NCC(c2cccs2)N2CCOCC2)c1 (stereo not drawn)	-6.7	x	4.2	6.6	-1.1	8.1	9.8	0.3	0.7	-3.4
45	CSCC(=O)N1CCCC(CO)(Cc2ccccc2C)C1 (stereo not drawn)	3.3	-7.4	-3.7	2.4	-2.7	-13.0	6.6	1.2	11.0	x
46	CC1CCCCC12NC(=O)N(CC(=O)Nc1ccc(N3CCOCC3)cc1)C2=O (stereo not drawn)	7.1	7.4	-2.0	-7.1	-1.8	-3.0	-2.9	-0.3	-0.9	x
47	Cc1ccc(NC(=O)CC(N)=S)cc1	2.1	-12.6	0.6	-3.4	-0.8	-14.3	-5.6	0.3	-5.4	x
48	CC(C)(C)c1ccc(Cn2cnc(-c3ccc([N+](=O)[O-])cc3)c2)cc1	-9.5	-12.5	-2.3	19.7	-2.9	20.0	14.6	0.2	-0.6	-0.5
49	Cc1ccc(S(=O)(=O)N(CC(=O)Nc2ccccc2C(=O)O)c2ccc(Cl)cc2)cc1	-6.3	39.3	5.6	1.6	-1.9	1.7	-1.3	0.2	3.2	0.8
50	C=CCn1c(SCC(=O)Nc2cc(C)nn2-c2ccccc2)nnc1C1CCCCC1	-12.7	-5.6	2.1	-5.1	1.3	-2.2	3.0	2.7	-4.7	0.1
51	C=CCN(c1ccc(F)cc1)S(=O)(=O)c1cc(C(=O)NC2CCC(O)CC2)ccc1Cl (stereo not drawn)	-1.6	x	2.3	-17.1	-2.3	-6.8	24.0	0.6	7.4	1.4
52	Cc1ccc(OC(=O)c2ccccc2P(=O)(O)O)cc1	6.3	16.6	0.2	0.8	0.9	-15.8	-1.9	-0.5	-3.4	-1.6
53	O=C(OC(C(=O)NCc1ccccc1)c1ccccc1F)c1ccco1 (stereo not drawn)	-0.9	16.3	-0.9	-0.1	-1.5	1.5	0.8	3.2	6.6	1.7
54	COc1ccc(Cc2nc(C(=O)Nc3ccc(Cl)cc3)cs2)cc1	-1.9	28.6	2.1	-22.0	-4.0	x	-6.9	-3.5	-6.6	3.4
55	CCCS(=O)(=O)NC(=O)C1(C)CCN(C(=O)c2sccc2C)C1 (stereo not drawn)	x	x	-2.5	-3.6	-2.0	47.1*	-1.8	x	x	-0.9
56	CCC(=O)NC(=S)Nc1cccc(NC(=O)c2ccccc2C)c1	-6.5	4.5	-2.2	2.4	-0.1	7.4	-5.1	-3.2	0.3	x
57	Cc1ccc(N=Nc2ccc(O)c3ncccc23)cc1C	5.5	-28.9	-1.2	-18.5	-4.2	13.0	-1.5	0.9	5.2	0.0
58	O=C(Cc1cccc2ccccc12)Nc1ccc(Br)cc1C(=O)O	2.5	13.9	-0.1	1.5	-8.1	-7.1	15.4	-0.2	0.5	3.6
59	CCOc1cc(N2CCOCC2)c(OCC)cc1NC(=O)c1ccc2ncsc2c1	1.7	x	1.4	1.3	x	1.9	7.6	-3.6	-7.1	3.7
